Screens: PubChem BioAssay, National Center for Advancing Translational Sciences (NCATS)
Glioma ERSR ind: qHTS for Inducers of the Endoplasmic Reticulum Stress Response (ERSR) in Human Glioma: qHTS; AID 602332, 2012; U87-MG GRP78 promoter luciferase reporter, 16 h; Potency, µM, for the others: top-dose activation, usual class: activators; hit rate 0.02% among 420,000; further: potency means the concentration at half of the fitted maximal effect; series mostly up to about 76 µM; % of control where 0% means no effect; nearly all actives have a fitted effect of over 35% in size
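ERSR induction read as luciferase luminescence (Bright-Glo, 10 min at room temperature) in stably transfected human U87-MG glioma cells exposed to compounds for 16 h, using GRP78 as sensor.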
D1 antag: Antagonist of Human D 1 Dopamine Receptor: qHTS; HEK293 TREx D1 cells, calcium flux, dopamine EC80; active compounds read low; activity change, negative = inhibition, % at 10 µM; hit rate 3.2% among 360,000; AID 504652, 2011; in the data active means activity change below about -30%; further: on the % scale 0 is the no-effect control and ±100 the full control effect
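Antagonism measured as reduced calcium response to an EC80 dopamine addition following 180 s compound pre-read; cells were inducible HEK293 Trex D1 plated overnight at 30 C, read kinetically at 1 cycle/sec.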
D1 agonist: Allosteric Agonists of the Human D1 Dopamine Receptor: qHTS | D(1A) dopamine receptor (Homo sapiens), P21728 | HEK293 T-REx D1 cells, calcium flux, agonist mode | activation, % at 2 µM | hit rate 1% among 360,000 | AID 504660, 2011; in the data active means activation above about 30%; further: 0% is about no effect
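Agonism was scored from calcium flux recorded over 180 s (1 read/s) after pintool compound addition, following a 10-cycle baseline. Cells were inducible force-coupled HEK293 TREx D1, plated overnight at 30 C and loaded with no-wash calcium dye.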
D2 PAM: HTS Assay for Positive Allosteric Modulators of the Human D2 Dopamine Receptor: Primary Screen for Potentiators; D(2) dopamine receptor (Homo sapiens), P14416; potentiation, % at 10 µM; hit rate 0.34% among 340,000; HEK293 T-REx D2, calcium flux, EC20 dopamine potentiation; AID 485347, 2010;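 active means potentiation over 3 SD above the plate norm, cut at about 30% in these data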; further: 0% is about no effect
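Tetracycline-induced HEK293 T-REx cells force-coupled to calcium signalling expressed D2; compounds were pin-added after a 10 s baseline, read kinetically 180 s, then an EC20 dopamine challenge followed with a further 180 s calcium read.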
Vif-A3F inh: qHTS for Inhibitors of Vif-A3F Interactions: qHTS. HeLa A3F-eYFP + Vif (tagged APOBEC3F with the HIV-1 protein that degrades it), YFP fluorescence increase. Potency, µM (top dose mostly 46.1 µM), for inactives: top-dose activity, negative = active. hit rate 0.2% among 390,000; further: potency means the concentration at half of the fitted maximal effect; % of control where 0% means no effect; nearly all actives have a fitted effect of over 65% in size
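Fluorescence increase (Ex 488/Em 500-530) after overnight compound treatment at 37 deg C flags inhibition of Vif-driven A3F-eYFP loss in stable HeLa A3F-eYFP/Vif cells seeded overnight beforehand.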
Vif-APOBEC3G blk: qHTS for Inhibitors of Vif-A3G Interactions: qHTS; hit rate 0.076% among 410,000; DNA dC->dU-editing enzyme APOBEC-3G (Homo sapiens), Q9HC16; HeLa A3G-eYFP + Vif (tagged APOBEC3G with the HIV-1 protein that degrades it), YFP fluorescence, overnight; Potency, µM (highest dose often 46.1 µM), for inactives: top-dose activity, negative = active, hits mostly inhibitors;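 further: potency means the concentration at half of the fitted maximal effect; on the % scale 0 is the no-effect control and ±100 the full control effect; nearly all actives have a fitted effect of over 60% in size; hits raise eYFP signal because A3G escapes Vif-driven loss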
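Read-out is eYFP fluorescence (Ex 488/Em 500-530) from Vif-expressing HeLa A3G-eYFP cells; more signal means A3G escaped Vif-mediated degradation. Cells plated overnight, compound pinned in, incubated overnight at 37 deg C.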
RXFP1 agonist: qHTS Assay for Agonists of the Relaxin Receptor RXFP1 | Potency, µM (top dose mostly 57.5 µM), without a hit: at the top dose activation, usual class: activators | HEK293T-RXFP1 cAMP TR-FRET, 30 min; response scale: percent of porcine relaxin response, buffer zero | hit rate 0.3% among 370,000 | Relaxin receptor 1 (Homo sapiens), Q9HBX9; further: potency means the concentration at half of the fitted maximal effect; on the % scale 0 is the no-effect control and ±100 the full control effect; nearly all actives have a fitted effect of over 60% in size; many of its hits are not listed in these tables
Target sequence (Q9HBX9 whole entry, looked up): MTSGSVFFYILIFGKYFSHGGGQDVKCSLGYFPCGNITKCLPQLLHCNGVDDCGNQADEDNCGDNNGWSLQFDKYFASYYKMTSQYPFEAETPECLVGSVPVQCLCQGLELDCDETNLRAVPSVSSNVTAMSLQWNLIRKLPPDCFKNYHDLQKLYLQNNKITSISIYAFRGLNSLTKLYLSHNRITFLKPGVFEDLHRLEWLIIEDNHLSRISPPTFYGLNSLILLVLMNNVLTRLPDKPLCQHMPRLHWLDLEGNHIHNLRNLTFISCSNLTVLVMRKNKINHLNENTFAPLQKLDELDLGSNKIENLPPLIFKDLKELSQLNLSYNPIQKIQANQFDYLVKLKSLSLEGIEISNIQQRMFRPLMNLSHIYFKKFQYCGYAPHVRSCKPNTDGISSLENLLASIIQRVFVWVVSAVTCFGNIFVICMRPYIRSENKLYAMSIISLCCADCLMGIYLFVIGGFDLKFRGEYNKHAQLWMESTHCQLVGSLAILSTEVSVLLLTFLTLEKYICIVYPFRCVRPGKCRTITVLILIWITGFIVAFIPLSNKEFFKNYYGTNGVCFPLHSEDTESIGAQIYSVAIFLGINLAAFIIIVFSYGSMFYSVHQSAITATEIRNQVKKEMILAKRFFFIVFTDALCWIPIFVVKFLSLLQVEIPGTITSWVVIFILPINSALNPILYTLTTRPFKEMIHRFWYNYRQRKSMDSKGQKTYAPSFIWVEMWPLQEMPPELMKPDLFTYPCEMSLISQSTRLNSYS
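cAMP rise read by TR-FRET after 30 min, 37C compound exposure (up to 58 uM) in RXFP1-transfected HEK293 cells with Ro 20174 present. EC50 from Hill-equation fits, with 29 nM porcine relaxin as 100% and buffer as basal.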
D1 PAM: Potentiators of Human D1 Dopamine Receptor: qHTS. D(1A) dopamine receptor (Homo sapiens), P21728. HEK293 TREx D1 cells, calcium flux, dopamine EC20 potentiation. potentiation, % at 10 µM. hit rate 0.036% among 360,000; in the data active means potentiation above about 30%; further: 0% is about no effect
RXFP1 antag: qHTS Assay for Antagonists of the Relaxin Receptor RXFP1. hit rate 0.59% among 350,000. Relaxin receptor 1 (Homo sapiens), Q9HBX9. AID 1259400, 2018. HEK293-RXFP1, relaxin-stimulated cAMP HTRF, 30 min; active compounds read low. activity change, negative = inhibition, % at 57.5 µM;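 active means activity change of -60% or lower, but not beyond a set lower limit; inconclusive means change between -60% and -40%, or beyond the set limit; inactive means change above -40%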; further: on the % scale 0 is the no-effect control and ±100 the full control effect
Starred values were filed as active, the others as inactive; ? = inconclusive; · = not tested or not shown. Unless noted, the call rests on the fitted dose curve; in most records, active means well fitted curve in the direction sought with a large enough effect; inconclusive means small, poorly fitted or top-dose-only effect, or another doubt; inactive means no such curve, though single readings can be large; an effect the other way counts as inactive or inconclusive. Some of the compounds tested; the hit share may differ from the screen's.

SMILES | Glioma ERSR ind | D1 antag | D1 agonist | D2 PAM | Vif-A3F inh | Vif-APOBEC3G blk | RXFP1 agonist | D1 PAM | RXFP1 antag
Cc1cc(C)c(S(=O)(=O)c2ccc(C(C)(C)C)cc2)c(Cl)n1 | 2% | -27 | 34* | 13 | 8% | 0% | 1.4% | -7 | ?
CC1CCCCN1CCCNC(=O)c1c(O)nc2ccccn2c1=O (stereo not drawn) | -1% | -2 | 1 | -5 | 1% | 2% | 16% | -2 | 16
COc1cc(OC)c(/C=N/NC(=O)c2ccc(Cn3nc([N+](=O)[O-])cc3C)cc2)c(OC)c1 | -4% | -7 | 1 | 7 | 4% | 2% | 8.7% | -2 | -6
COC(=O)c1cc2c(ccn2-c2ccc(F)cc2)n1C(C)C | 1% | 50 | 1 | 15 | -19% | -9% | 0.5% | 5 | -15
C=CCc1c(C)nc2c(OC)cccc2c1Cl | 13% | 22 | 1 | 0 | 0% | -3% | -1.8% | 3 | -21
COc1cccc(/C=C/C(=O)OCC(=O)c2ccc(Br)cc2)c1 | -4% | · | · | · | -3% | 1% | · | · | 4
O=C(NNC(=O)C1CCCC1)c1cc([N+](=O)[O-])cc([N+](=O)[O-])c1 | -4% | -3 | 3 | -2 | -8% | 0% | -0.1% | -3 | 0
CCOc1ccccc1NC(=O)C1CCCN(S(C)(=O)=O)C1 (stereo not drawn) | 0% | -2 | 3 | -1 | -25% | -1% | 1.2% | -3 | 4
COc1ccc(N(CC(=O)N2CCc3ccccc3C2)S(=O)(=O)c2ccc(C)cc2)cc1Cl | -4% | 3 | 9 | 6 | 5% | -4% | 6.5% | -3 | ·
CCC1Oc2ccc(C)cc2N(CC(=O)NCc2ccccc2OC)C1=O (stereo not drawn) | 1% | · | · | · | 3% | 0% | 1.2% | · | 1
O=C(NCc1cccnc1)/C(=C/c1ccco1)NC(=O)c1ccccc1 | -1% | -6 | 0 | -11 | -1% | 1% | 0.7% | -1 | 10
Cc1noc(C)c1C(=O)Nc1ccccc1-c1ccccc1 | -6% | 0 | 3 | · | -2% | 2% | 2.5% | 0 | -8
O=C(Nc1ccc2ccccc2c1)N1CCN(c2ncccc2C(F)(F)F)CC1 | 0% | -29 | 5 | -2 | -6% | -8% | 2.3% | -9 | 3
CCCN(C(=O)CSc1nnc(-c2ccncc2)n1CCC)c1c(N)n(Cc2ccccc2)c(=O)[nH]c1=O | -3% | · | · | · | 4% | -2% | · | · | -4
Cn1c(=O)c2cc3ccc(Cl)cc3nc2n(C)c1=O | -3% | -4 | 1 | 4 | 13% | -3% | ? | -4 | -1
COc1ccc(S(=O)(=O)N(CCc2ccccc2)CC(=O)N2CCOCC2)cc1 | -2% | -74* | 1 | -3 | -1% | -5% | 3.6% | -4 | -7
COc1cc(OC)cc(C(=O)N[C@H](C(=O)OCC(=O)c2ccc(F)cc2)C(C)C)c1 | 2% | -7 | 9 | 5 | -22% | -5% | -0.6% | -6 | -18
Cc1ccccc1C(=O)Nc1ccnn1C1CCN(Cc2ccccn2)CC1 | -2% | -6 | 2 | 8 | -5% | -2% | -1.0% | -2 | 2
CC(=O)Nc1nc(CC(C)C)cc(-c2ccco2)c1C#N | -6% | 1 | 1 | 14 | -5% | -5% | 1.9% | -7 | -14
CC1=[N+](C)N(c2ccccc2)C(=O)C1N=Cc1ccccc1Cl (stereo not drawn) | -5% | -6 | 1 | 21 | -11% | -1% | -0.1% | 1 | -3
COc1ccc(N/N=C(/Oc2ccc([N+](=O)[O-])cc2)C(C)=O)cc1 | -4% | -7 | 2 | 0 | 5% | 1% | 0.7% | -6 | 4
Cc1occc1C(=O)N/N=C/C(Br)=C\c1ccccc1 | -2% | -18 | 11 | -17 | -27% | 1% | -0.3% | -4 | -23
COc1cc(C2NC(=O)NC(C)=C2C(=O)OCC2CCCO2)ccc1O (stereo not drawn) | -1% | 1 | 3 | -2 | -4% | 0% | -0.2% | -3 | -25
N#Cc1c(Cl)c(Cl)c2nnc(-c3ccc(Br)cc3)n2c1Cl | · | 3 | 0 | -4 | · | · | 0.7% | -6 | ·
CN(C(=O)COc1ccc(C(C)(C)C)cc1)C1CCS(=O)(=O)C1 (stereo not drawn) | -2% | -3 | 3 | 4 | -6% | 1% | 1.3% | 11 | 3
CCCC[C@@H](CNC)NC[C@H](Cc1ccc(O)cc1)NCCc1ccc(OCC)cc1 | -13% | 2 | 6 | 3 | -9% | 6% | 0.0% | 0 | ·
COc1cccc(C(=O)N2c3ccccc3Sc3ccccc32)c1 | -8% | -4 | 11 | 13 | 1% | -10% | 1.4% | -5 | -18
CC(C)Nc1c([N+](=O)[O-])c(=O)oc2ccccc12 | -4% | -13 | 3 | -1 | 9% | 0% | 1.3% | -6 | -12
CCC(=O)N1CCc2cc(Br)cc(S(=O)(=O)CCC(=O)NCCc3ccccc3Cl)c21 | -1% | -24 | 4 | -10 | 0% | -5% | 0.4% | 2 | -29
CCOC(=O)c1c(C)n(C)c2ccc(OC)c(NC(=O)CCN3CCSCC3)c12 | -2% | 5 | 2 | 4 | -4% | 2% | -0.2% | 0 | -4
O=C(Nc1ccc2nc(SCCOc3ccccc3)sc2c1)c1ccccc1F | -1% | -6 | 5 | 4 | -11% | -1% | 9.2% | 0 | ·
CC(C)(C)C1CCc2c(C(=O)N/N=C/c3cccs3)csc2C1 (stereo not drawn) | ? | 10 | 3 | -1 | -1% | -8% | -2.6% | 8 | -3
CCOC(=O)N1CCN(c2ccc([N+](=O)[O-])cc2)CC1 | -4% | -12 | 8 | 13 | 1% | -2% | -2.1% | -3 | -1
CCCCNC(=O)Oc1c(Br)cc2sc(=O)oc2c1Br | · | 4 | 2 | 6 | · | · | 2.0% | -1 | ·
Cc1ccc(-n2nc(C)c3c2OC(N)=C(C#N)C3c2ccco2)cc1 (stereo not drawn) | 8% | 2 | 0 | 8 | 1% | -5% | 3.4% | 1 | -15
O=C(c1cccc(Cl)c1)C1CCCN(Cc2ccc(N3CCNC3=O)cc2)C1 (stereo not drawn) | 1% | -1 | 4 | -23 | 13% | -4% | 1.0% | -5 | 0
CCN(c1ccccc1)S(=O)(=O)c1ccc(Cl)c(C(=O)NC2CCN(Cc3ccccc3)CC2)c1 | -3% | · | · | · | 3% | 0% | · | · | -20
O=C(c1cccc(N2C(=O)C3CC=CCC3C2=O)c1)N1CCN(c2ccccc2)CC1 (stereo not drawn) | -1% | -5 | 0 | 14 | 3% | -5% | 1.4% | -1 | -6
CCCC(=O)Nc1cccc(NC(=O)CN2CCN(c3ccccc3OC)CC2)c1 | -2% | 5 | 0 | -23 | -5% | -3% | 0.1% | -5 | ·
CCNc1nc(NCC)n2c(SCC(=O)Nc3ccc(OC(F)F)cc3)nnc2n1 | -1% | 19 | -1 | · | -1% | -1% | 1.7% | 2 | -13
O=C1Nc2cc(C(=O)NCC3CCCO3)ccc2S/C1=C/c1ccccc1F (stereo not drawn) | -5% | -1 | 2 | -4 | -10% | -9% | 2.3% | 2 | -29
C=CCOc1ccc(C(=O)Nc2ccc(OCC)cc2)cc1 | -2% | 2 | 0 | -4 | -9% | -4% | 1.1% | -3 | -6
Cc1cccnc1NC1CCCCC1 | 3% | -2 | 2 | 3 | -4% | -4% | -1.4% | -6 | 6
C(=N\Nc1nc2ccccc2[nH]1)/c1ccc2c(c1)OCCO2 | -10% | -6 | -1 | · | ? | ? | 0.1% | 0 | -1
Cc1ccc(S(=O)(=O)N2CC3(C)CN(S(=O)(=O)c4ccc(C)cc4)CC(C)(C2)C3)cc1 | 3% | · | 0 | -11 | 0% | -1% | -0.3% | 5 | -5
O=c1[nH]c2ccc(Br)cc2c(-c2ccccc2)c1CN1CCOCC1 | 0% | 10 | 1 | -4 | -15% | -22% | 2.7% | 5 | ·
O=C(COC(=O)c1cc[n+]([O-])cc1)Nc1cc([N+](=O)[O-])ccc1Cl | -3% | -7 | 5 | 10 | -17% | 0% | 0.8% | -3 | -10
Cn1c(SCc2cc([N+](=O)[O-])cc3c2OCOC3)nnc1-c1ccccn1 | 0% | -3 | 3 | 9 | 6% | 2% | 10% | -12 | 4
COc1ccc(-c2ccc(OC)cc2)cc1 | -5% | 13 | 0 | 6 | -5% | -1% | 0.3% | -5 | -5
COC(=O)Nc1sc(C(=O)N(C)C)c(C)c1C(=O)OC | -1% | -15 | 2 | -1 | 1% | 1% | -0.4% | -3 | -8
COCc1ccc(CN2CCC(C(=O)Nc3cccc(-c4cscn4)c3)CC2)o1 | -3% | -10 | 2 | -22 | -3% | -4% | 1.1% | 4 | ?
COc1ccccc1C(=O)COC(=O)Cn1[nH]c(=O)c2ccccc2c1=O | -5% | 5 | 2 | -1 | 4% | 0% | 13% | -4 | -11

At a glance, part of the list above.
SMILES | Glioma ERSR ind | D1 antag | D1 agonist | D2 PAM | Vif-A3F inh | Vif-APOBEC3G blk | RXFP1 agonist | D1 PAM | RXFP1 antag
COC(=O)Nc1sc(C(=O)N(C)C)c(C)c1C(=O)OC | -1% | -15 | 2 | -1 | 1% | 1% | -0.4% | -3 | -8
COCc1ccc(CN2CCC(C(=O)Nc3cccc(-c4cscn4)c3)CC2)o1 | -3% | -10 | 2 | -22 | -3% | -4% | 1.1% | 4 | ?
COc1ccccc1C(=O)COC(=O)Cn1[nH]c(=O)c2ccccc2c1=O | -5% | 5 | 2 | -1 | 4% | 0% | 13% | -4 | -11
